UBC9 SUMO inh: blocks human SUMOylation mediated by UBC9; P63279; HTRF SUMOylation assay, SAE1/SAE2 + UBC9, in vitro; inhibition, % at 35 µM; 290,000 tested, 0.36% active; AID 2006; in the data active = inhibition above about 50%, passing the limit was not always enough; inconclusive = no clear call, values can overlap the other calls; note: strong numbers were not always called active
Target sequence (P63279 whole entry, looked up): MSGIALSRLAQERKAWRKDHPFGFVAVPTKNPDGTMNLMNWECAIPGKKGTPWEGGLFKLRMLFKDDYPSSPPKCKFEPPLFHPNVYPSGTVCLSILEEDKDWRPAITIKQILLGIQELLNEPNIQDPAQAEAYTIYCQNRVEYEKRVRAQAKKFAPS
IDE act: boosts human insulin-degrading enzyme activity in HEK cells; FAbeta-B cleavage, fluorescence polarization; 0% vehicle, 100% cell-free pure enzyme wells; P14735; 340,000 tested, 0.073% active; activation, % at 5.96 µM; AID 493087;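 active = activation above the mean of all tested compounds plus 3 SD, set per screening campaign, cut at about 17% in these data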
MEKK3 PB1 HTS: raises or lowers MEK5 binding to the human MEKK3 PB1 domain; Q99759; bead-based flow cytometry, Alexa488-MEK5 binding to MEKK3; actives lie on both sides; 0 = blocked by unlabeled MEK5, 100 = vehicle; binding response (% of control), % at 10 µM; 290,000 tested, 1.4% active; AID 1529;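 active = binding response more than 3 SD above or below the average of its plate-row segment, actives on both sides; inconclusive = wells at one plate position flagged as instrument error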;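 note: Alexa488 bead fluorescence after subtracting the streptavidin-only scavenger bead signal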
Target sequence (Q99759 whole entry, looked up, the tested form may be a part): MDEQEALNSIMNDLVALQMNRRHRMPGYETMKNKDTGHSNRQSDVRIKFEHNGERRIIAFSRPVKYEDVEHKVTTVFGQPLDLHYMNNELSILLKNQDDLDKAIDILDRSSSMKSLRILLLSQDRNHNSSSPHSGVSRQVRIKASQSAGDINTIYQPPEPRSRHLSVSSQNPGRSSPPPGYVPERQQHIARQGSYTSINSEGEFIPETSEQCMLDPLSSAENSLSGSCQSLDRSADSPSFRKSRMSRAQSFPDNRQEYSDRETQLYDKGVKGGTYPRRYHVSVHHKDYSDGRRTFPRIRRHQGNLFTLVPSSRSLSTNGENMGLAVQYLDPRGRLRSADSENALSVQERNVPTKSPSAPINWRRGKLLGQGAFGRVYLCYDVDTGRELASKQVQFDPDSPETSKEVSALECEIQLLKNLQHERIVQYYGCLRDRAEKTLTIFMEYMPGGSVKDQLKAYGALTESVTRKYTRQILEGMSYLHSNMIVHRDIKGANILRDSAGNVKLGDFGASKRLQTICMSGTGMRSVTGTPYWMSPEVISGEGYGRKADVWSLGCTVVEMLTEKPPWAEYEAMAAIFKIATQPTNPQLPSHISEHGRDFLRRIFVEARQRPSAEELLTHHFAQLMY
MEKK2 mut-MEK5: signal of MEK5 binding to mutant human MEKK2 PB1 domain; bead flow cytometry, Alexa488-MEK5 binding to MEKK2 mutant; percent response, % at 10 µM; 290,000 tested, 0.35% active; in the data active = percent response above about 24%, passing the limit was not always enough; note: inactives centre near 1; some results filed as inactive read as strong as hits; reference of the scale not given here
PfM18AAP inh: blocks P. falciparum M18 aspartyl aminopeptidase; inhibition, % at 7.35 µM; AID 1822; recombinant PfM18AAP, H-Glu-NHMec fluorogenic cleavage; 290,000 tested, 1.2% active;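 active = inhibition above the campaign mean inhibition over all tested compounds plus 3 SD, cut at about 28% in these data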;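 note: 0% = plate median of test compound wells and 100% = 2 mM ZnCl2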
MEKK2 WT-MEK5: raises or lowers MEK5 binding to wildtype human MEKK2 PB1 domain. binding response (% of control), % at 10 µM. 290,000 tested, 1.1% active. AID 1531. Q9Y2U5. bead flow cytometry, Alexa488-MEK5 binding to MEKK2 WT; actives lie on both sides; in the data active = binding response below about 67% or above about 130%; inconclusive = no clear call, values can overlap the other calls; inactive = in between
NALP1 yeast inh: NALP1 inhibition; S. cerevisiae NALP1/ASC/caspase-1 growth, X-gal OD620, 72 h; inhibition, % at 10 µM; 280,000 tested, 0.61% active; AID 2071; in the data active = inhibition mostly above about 24%, no sharp cut-off; inactive = mostly below about 32%; note: some compounds called inactive have numbers as strong as hits
pCIP destab: compounds decreasing mouse p/CIP protein stability | 290,000 tested, 0.01% active | decrease of EGFP signal, % at 10 µM | F442A p/CIP-EGFP cells, EGFP fluorescence, 16 h;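 active = EGFP signal decrease of at least 30% at 10 µM or well 3 SD below plate mean, unless failing retest; inactive = the rest, including hits failing retest or dose response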; note: some compounds called inactive have numbers as strong as hits; many of its hits are not listed in these tables
IDE inh: cellular human IDE inhibition; P14735; HEK cells, FAbetaB cleavage, fluorescence polarization; inhibition, % at 5.59 µM; 320,000 tested, 0.41% active;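 active = percent inhibition above the average of all tested compounds plus 3 SD, set per screening campaign, cut at about 16% in these data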;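 note: IDE supplied by intact live HEK cells; FP after avidin binding of uncleaved biotin substrate so inhibition keeps polarization high; 0% = DMSO wells and 100% = 60 µM reference IDE inhibitor Ii1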
An asterisk follows results filed as active; ? = inconclusive; nt = not tested or not shown; [ ] = another dose, or the depositor's remark. A portion of the library (hit frequency here may not be typical).

SMILES	UBC9 SUMO inh	IDE act	MEKK3 PB1 HTS	MEKK2 mut-MEK5	PfM18AAP inh	MEKK2 WT-MEK5	NALP1 yeast inh	pCIP destab	IDE inh
COc1ccc(CNC(=O)CCNS(=O)(=O)c2ccc(Cl)cc2)cc1	15.4	7.3	107.0	4.0	-16.0	103.0	9.1	0.4	4.4
O=C(OCn1nnc2ccccc2c1=O)c1cn(-c2ccccc2)nc1-c1cccnc1	1.7	-1.5	100.0	7.0	-15.5	97.0	34.3	8.1	-1.4
NS(=O)(=O)c1ccc(CCNC(=O)CSc2nc3ccsc3c(=O)n2CC(=O)O)cc1	-2.1	4.6	105.0	-1.0	-0.4	97.0	19.3	-1.3	1.7
CCN(CC)C(=O)CN(c1ccc2c(c1)OCO2)S(C)(=O)=O	9.3	4.8	98.0	0.0	-7.0	98.0	5.6	2.3	-1.8
Cc1ccc(-c2nnc(Nc3ccc(CC(N)=O)cc3)c3ccccc23)cc1	4.9	0.1	?	-21.0	-2.3	?	-3.8	-1.0	-2.9
CCOC(=O)c1c(C)oc2c1c(C(c1ccncc1)N1CCOCC1)c(O)c1ccccc12 (stereo not drawn)	18.0	nt	102.0	2.0	-2.9	102.0	2.6	-11.8	0.9
O=C(/C=C/c1cccc([N+](=O)[O-])c1)N(c1ccccn1)c1ccccn1	21.7	0.1	88.0	-28.0	-7.8	82.0	nt	-4.5	8.1
CN(C)c1ccc(S(=O)(=O)NCC(=O)OCC(=O)Nc2cccc(Cl)c2)cc1[N+](=O)[O-]	-9.7	0.7	92.0	-3.0	-0.3	91.0	34.5	-3.7	-2.0
COc1ccc(CNC(=O)c2cc(-c3ccccc3O)n[nH]2)cc1	-11.1	2.8	99.0	3.0	-1.6	115.0	16.7	-13.5	-6.0
COc1cc(C(=O)Nc2sc3c(c2C(=O)O)CCC(C)C3)cc(OC)c1OC (stereo not drawn)	-3.5	2.7	97.0	-4.0	4.5	96.0	15.2	3.2	0.8
CC(=O)n1cc(/C=N/NC(=O)c2sc(C)nc2C)c2ccccc21	-1.6	5.0	89.0	-3.0	-10.5	90.0	-12.0	-9.3	-1.4
CCOC(=O)c1nc(-c2ccccc2)sc1C(C)=O	8.5	-3.8	100.0	6.0	0.6	100.0	-7.3	-20.7	-0.8
Cc1cc(C(F)F)n2nc(C(=O)Nc3sc4c(c3C(N)=O)CCC4)nc2n1	-11.8	-1.0	116.0	0.0	2.7	108.0	30.4	11.1	-2.1
CC(=O)c1cccc(NC(=O)Cn2cnc(S(=O)(=O)N3CCc4ccccc43)c2)c1	0.7	5.8	102.0	6.0	0.5	102.0	8.3	1.6	0.5
Cc1ccc(S(=O)(=O)N(CC(=O)NCc2ccco2)C2CCCCC2)cc1	19.2	-0.9	111.0	6.0	-6.3	102.0	-86.8	-13.8	1.4

Three compounds from above, sorted by their value in IDE act, falling.
SMILES	UBC9 SUMO inh	IDE act	MEKK3 PB1 HTS	MEKK2 mut-MEK5	PfM18AAP inh	MEKK2 WT-MEK5	NALP1 yeast inh	pCIP destab	IDE inh
COc1cc(C(=O)Nc2sc3c(c2C(=O)O)CCC(C)C3)cc(OC)c1OC (stereo not drawn)	-3.5	2.7	97.0	-4.0	4.5	96.0	15.2	3.2	0.8
Cc1cc(C(F)F)n2nc(C(=O)Nc3sc4c(c3C(N)=O)CCC4)nc2n1	-11.8	-1.0	116.0	0.0	2.7	108.0	30.4	11.1	-2.1
O=C(OCn1nnc2ccccc2c1=O)c1cn(-c2ccccc2)nc1-c1cccnc1	1.7	-1.5	100.0	7.0	-15.5	97.0	34.3	8.1	-1.4

Remaining list, next part.
SMILES	UBC9 SUMO inh	IDE act	MEKK3 PB1 HTS	MEKK2 mut-MEK5	PfM18AAP inh	MEKK2 WT-MEK5	NALP1 yeast inh	pCIP destab	IDE inh
CCN1C(=O)C(CC(=O)NCCc2ccccc2)N(NC(=O)c2cccnc2)C1=S (stereo not drawn)	9.2	2.5	95.0	-13.0	7.9	89.0	-9.7	11.8	5.6
CC(C)COc1ccc(C(=O)CCN2CCCCC2)cc1	17.7	3.4	109.0	9.0	-21.6	115.0	14.7	-11.4	1.7
COc1cccc(CN2C(=NC(=O)C3CC3)SC3CS(=O)(=O)CC32)c1 (stereo not drawn)	7.6	-0.5	100.0	-1.0	-2.4	98.0	8.5	-2.5	-5.2
Cc1ccc(-n2nc(CC#N)c(C#N)c2N)cc1	-5.6	1.8	91.0	18.0	-7.7	100.0	39.3	-2.1	2.0
Cc1ccccc1CC(=O)NC1CCCCCC1	3.2	2.1	100.0	-1.0	13.0	101.0	-2.8	7.6	2.4
O=C(CS(=O)(=O)c1c[nH]c2ccccc12)N1CCCCCC1	16.8	1.3	119.0	-1.0	0.1	108.0	-8.5	9.6	-5.2
COc1ccccc1Oc1ccc(S(=O)(=O)N2CCCCC2)cc1NC(=O)CCNC(C)=O	8.2	-2.2	101.0	7.0	12.9	101.0	2.9	-5.5	6.2
CC(C)CCNC(=O)c1ccc(Cn2c(=S)[nH]c3ccccc3c2=O)cc1	31.5	2.8	103.0	0.0	-3.8	97.0	5.7	-14.3	-2.5
C=CCNC(=S)NC1CC(C)(C)NC(C)(C)C1	5.8	-2.0	102.0	0.0	-4.0	106.0	24.9	0.4	6.0
O=C(COC(=O)C1CCCCC1)Nc1ccc(S(=O)(=O)N2CCOCC2)cc1	1.8	4.5	98.0	-2.0	-12.2	98.0	-0.5	-5.4	2.6
Cc1cccc(N=Nc2c(C)[nH]n(-c3ccccc3)c2=O)c1	-5.5	3.4	100.0	-4.0	2.3	99.0	7.2	-3.0	-1.7
Cc1ccc(C2=NOC(C)(c3nnc(-c4ccccc4)o3)C2)cc1 (stereo not drawn)	nt	1.3	86.0	-3.0	nt	96.0	nt	nt	0.1
O=C(NC1CCCCC1)Oc1cc2oc(=O)sc2cc1Br	-5.9	-0.9	91.0	-21.0	31.5*	93.0	nt	-6.7	5.5
Cc1ccc(C(=O)NC(NCc2ccccc2)C(Cl)(Cl)Cl)cc1 (stereo not drawn)	-5.0	5.8	91.0	-3.0	7.2	91.0	20.7	-10.1	-8.7
O=C(c1cccs1)c1ccc(-c2cccs2)s1	19.0	0.1	87.0	-9.0	4.2	61.0*[inhibitor]	10.3	-47.6	6.1
CCOc1ccc(CCN2C(=O)C3C4C=CC(C4)C3C2=O)cc1OCC (stereo not drawn)	-9.0	-0.3	85.0	-6.0	-3.6	88.0	34.0	-22.5	3.4
CCCCN1C(=O)CC(Sc2ncccc2C(=O)O)C1=O (stereo not drawn)	4.1	6.5	100.0	-2.0	-4.1	94.0	15.9	18.7	0.9
O=C1C2CC=C(Cl)CC2C(=O)N1CCc1ccccc1 (stereo not drawn)	8.2	-1.4	89.0	-5.0	-12.4	93.0	4.7	5.0	1.8
O=C(CC1C(=O)NCCN1C(=S)Nc1ccccc1)Nc1ccc(F)cc1 (stereo not drawn)	10.5	-2.9	103.0	15.0	-1.6	111.0	18.6	-2.4	2.7
COc1cc(CN(C(=S)NCC(=O)O)C2CCCC2)cc(OC)c1OC	4.1	0.7	90.0	-12.0	-10.9	91.0	13.0	11.3	2.1
CCOC(=O)Cc1nnc(NC(=O)CSc2ncc(-c3ccccc3)nn2)s1	10.2	2.0	83.0	-17.0	-6.4	86.0	13.2	2.2	-7.3
Cc1[nH]c2ccccc2c1C(=O)CSC(=S)N(C)C	-5.8	2.2	102.0	1.0	3.0	104.0	31.0	1.4	-0.1
OCCC1CN(Cc2cc3c(cc2Cl)OCO3)CCN1C1CCCC1 (stereo not drawn)	4.3	5.4	107.0	9.0	2.0	107.0	-8.8	9.0	-0.5
COc1cc2ccccc2cc1C(=O)O	-9.7	3.6	98.0	0.0	10.2	99.0	-10.2	-1.9	-1.4
O=C(NC1CCCN(CCc2ccccc2)C1)c1c[nH]c2ccccc12 (stereo not drawn)	0.9	6.8	101.0	2.0	12.2	110.0	6.7	13.7	-0.9
COC(=O)CCC(=O)OC1(C)C(=O)C=C2C=C(C3CC3)OC=C2C1=O (stereo not drawn)	nt	nt	98.0	-1.0	nt	93.0	nt	nt	7.7
Cc1ccc(-c2noc(CCCC(=O)N3CCOCC3)n2)cc1	3.1	1.9	93.0	-7.0	-10.7	93.0	1.1	-3.4	3.5
COc1ccc(-c2nnn(CC#N)n2)cc1OC	-1.9	3.8	99.0	2.0	-7.2	97.0	8.3	1.7	-4.9
CCOc1ccc(NC(=O)c2ccco2)c([N+](=O)[O-])c1	2.2	3.8	110.0	3.0	2.5	94.0	-16.6	-3.5	3.2
CCN(CC)C(=O)C(C)N(C#N)c1nc(SC)nc(N(C)C)n1 (stereo not drawn)	8.0	2.3	105.0	1.0	1.0	101.0	2.5	-7.7	8.2
CCc1ccc(C(=O)NC(C(=O)O)C(C)C)cc1 (stereo not drawn)	-0.1	-6.2	85.0	-8.0	-3.7	84.0	14.9	-8.4	-2.4
CCOC(=O)C1CCCN(S(=O)(=O)c2c(C(=O)N3CCCCC3)c(C)n(C)c2C)C1 (stereo not drawn)	9.5	4.0	99.0	2.0	-6.5	99.0	3.9	-16.4	-10.9
C=CCn1c(=N)n(CC(O)c2ccco2)c2ccccc21 (stereo not drawn)	17.5	-1.2	109.0	5.0	-6.1	103.0	-17.2	-9.6	8.9
Cc1nn(Cc2ccccc2)c(Cl)c1C(=O)NCc1ccco1	15.6	-2.4	106.0	1.0	6.0	105.0	13.1	0.6	5.0
CCCNc1c(NS(=O)(=O)c2ccc(C3CCCCC3)cc2)c(=O)oc2ccccc12	33.4	3.7	104.0	6.0	1.9	103.0	21.4	-9.5	4.8
O=C(c1ccco1)N1N=C(c2cccs2)CC1c1ccco1 (stereo not drawn)	20.5	-0.1	101.0	-2.0	4.8	100.0	1.6	-30.9	-0.4
Cc1cccc(NC(=O)CNC(=O)COc2cc(F)ccc2[N+](=O)[O-])c1C	4.9	3.2	98.0	1.0	-0.1	89.0	-9.4	-2.8	0.9
COc1cccc(-c2csc(N3CCN(S(=O)(=O)c4ccc(F)cc4)CC3)n2)c1	-3.1	-1.1	96.0	0.0	-3.5	96.0	-4.0	1.4	-0.9
CCN(CC)c1ccc(NC(=O)c2ccccc2F)cc1	-18.4	3.6	101.0	2.0	10.5	101.0	14.5	3.3	0.4
CSc1ccccc1N=CC1=C(O)CC(C)(C)CC1=O	28.9	-0.7	88.0	-6.0	-0.4	89.0	8.5	-6.8	1.8
O=C1Nc2ccccc2C1Cc1ccc(OC(F)(F)F)cc1 (stereo not drawn)	-23.0	1.9	105.0	1.0	-1.1	101.0	4.8	-2.2	-1.7
Cc1ccc(CNc2ccc3c(c2)ncn3C(C)C)cc1	9.6	1.4	98.0	-5.0	24.0	101.0	nt	-6.6	-1.9
COC(=O)Nc1ccc2c(c1)N(C(=O)CCN(C)C)c1ccccc1CC2	-2.8	4.2	101.0	10.0	-8.2	106.0	6.2	-10.1	8.5
CN(C)S(=O)(=O)c1cccc(C(=O)OCC(=O)Nc2sccc2C(N)=O)c1	nt	4.9	110.0	1.0	-14.4	104.0	nt	nt	4.0
CCCCCC1CCC(c2ccc(/C(N)=N/O)cc2)CC1 (stereo not drawn)	-7.6	6.5	103.0	14.0	0.1	106.0	-1.5	-0.2	-2.9
CCCn1c(N/N=C(C)\C=C\c2ccccc2)nc2c1c(=O)[nH]c(=O)n2C	6.1	nt	101.0	-4.0	44.5*	94.0	9.2	-12.9	-0.5
COc1ccc(CCN=C(N)NS(=O)(=O)c2ccccc2)cc1OC	31.3	-1.4	97.0	3.0	-3.7	96.0	35.6	-15.6	-3.1
CCC(=O)c1ccccc1OCCCN1CCC(Cc2ccccc2)CC1	13.1	-0.9	106.0	7.0	-7.4	133.0	nt	-12.6	-5.2

Compound activity (PubChem BioAssay)
